Avidin bead fluor: avidin bead compound fluorescence profile; Avidin beads, compound fluorescence 488/530 nm, flow cytometry; hits give high values; fluorescence (KMESF) at 10 µM; 220,000 tested, 0.38% active; AID 1775; in the data active = fluorescence above about 47; also: inactives centre near 10
Pf gametocyte: inhibitors of late stage P. falciparum gametocyte viability. 150,000 tested, 0.065% active. AID 743093. P. falciparum stage V gametocytes, ATP luminescence, 24 h. inhibition, % at 10.9 µM;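 active = inhibition above the mean plus 3 SD of compounds within the control limits, set per campaign, cut at about 38% in these data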;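 also: 0% = DMSO wells and 100% = medium only without gametocytes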
Rab2A wt mod: changes GTP binding to wildtype dog Rab2A, up or down; GST-Rab2 wt beads, Bodipy-GTP binding, flow cytometry; AID 760; 190,000 tested, 0.19% active; GTP binding activity, % at 10 µM;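 active = GTP binding activity at least 20 points away from 100%, either lowered or raised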;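 also: 0% = beads with excess unlabeled GTP and 100% = no-compound control corrected for plate trend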
ABCG2 block: human ABCG2 inhibition, ABCB1 as counter-screen. AID 1325. IgMXP3 cells, JC-1 efflux, flow cytometry. 190,000 tested, 0.1% active. inhibition, % at 6.6 µM;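 active = inhibition above 80%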;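 also: 0% = DMSO and 100% = nicardipine control wells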
Target sequence (Q9UNQ0 whole entry, looked up): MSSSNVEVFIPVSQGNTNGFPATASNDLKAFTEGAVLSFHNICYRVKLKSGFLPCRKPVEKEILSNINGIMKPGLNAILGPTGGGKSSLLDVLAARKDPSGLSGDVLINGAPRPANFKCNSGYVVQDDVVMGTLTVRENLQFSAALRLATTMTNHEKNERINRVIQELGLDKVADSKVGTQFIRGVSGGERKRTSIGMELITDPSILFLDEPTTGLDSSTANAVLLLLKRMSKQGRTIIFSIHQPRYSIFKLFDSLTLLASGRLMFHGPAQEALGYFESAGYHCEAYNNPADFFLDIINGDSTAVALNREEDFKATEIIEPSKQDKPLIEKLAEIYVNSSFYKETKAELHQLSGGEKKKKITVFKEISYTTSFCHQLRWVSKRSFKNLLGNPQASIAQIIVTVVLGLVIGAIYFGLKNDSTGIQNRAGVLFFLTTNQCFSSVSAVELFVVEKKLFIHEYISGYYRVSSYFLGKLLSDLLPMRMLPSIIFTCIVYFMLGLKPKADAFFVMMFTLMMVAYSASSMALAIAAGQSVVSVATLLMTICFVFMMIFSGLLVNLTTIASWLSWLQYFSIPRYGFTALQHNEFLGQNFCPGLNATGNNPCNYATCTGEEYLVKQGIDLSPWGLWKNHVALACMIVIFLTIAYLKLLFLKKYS
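Read-out basis: Efflux inhibition in percent versus controls | Test system: ABCG2 IgMXP3 and barcoded ABCB1 CCRF-Adr cell mix | Quantity: 3 million cells/mL in well | Schedule: 10 min at 25 °C | Control set: Nicardipine as high control, DMSO as low control | Reagent: JC-1 as fluorescent efflux pump substrate | Signal: Flow cytometry of retained JC-1 fluorescence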
Mcl1 Noxa PPI: Mcl-1/Noxa interaction inhibition. TR-FRET Mcl-1/Noxa peptide binding, 2 h. inhibition, % at 21.7 µM. 220,000 tested, 1.5% active. AID 1022;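 active = compounds that cut the protein-peptide binding signal by more than 50% relative to plate controls in a single-dose test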;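 also: His-tagged Mcl-1 with rhodamine Noxa BH3 peptide and terbium anti-His antibody; 0% = Mcl-1 plus Noxa peptide wells and 100% = peptide-only wells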
Cdc42 wt GTP: modulators (inhibitors or activators) of GTP binding to human Cdc42 wildtype; percent activity (GTP binding), % at 10 µM; GST-Cdc42 beads, Bodipy-GTP binding, flow cytometry; actives lie on both sides; AID 761; 190,000 tested, 0.2% active;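 active = percent activity GTP binding at least 20 points away from the 100% baseline, either down as inhibitor or up as activator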;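 also: median bead fluorescence of bound Bodipy-FL-GTP at 100 nM; 0% = excess unlabeled GTP control and 100% = no compound control; below 100% means less GTP binding so inhibitor and above means activator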
Target sequence (P60953 whole entry, looked up): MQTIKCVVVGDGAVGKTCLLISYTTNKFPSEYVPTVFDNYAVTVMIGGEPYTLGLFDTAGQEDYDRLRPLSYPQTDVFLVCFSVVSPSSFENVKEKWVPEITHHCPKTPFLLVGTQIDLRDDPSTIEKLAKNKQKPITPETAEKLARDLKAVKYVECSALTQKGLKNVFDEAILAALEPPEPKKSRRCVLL
ABCB1 block: inhibitors of human ABCB1 transporter, ABCG2 counter-screen; 190,000 tested, 0.067% active; CCRF-Adr cells, JC-1 efflux, flow cytometry; inhibition, % at 6.6 µM; P08183; in the data active = inhibition above about 40%;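 also: 0% = vehicle and 100% = reference inhibitor; higher value means more JC-1 retained so stronger ABCB1 efflux block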
Rac1 wt GTP bind: human Rac1 wildtype GTP binding, inhibitors and activators | GST-Rac1 beads, fluorescent GTP binding, flow cytometry; actives lie on both sides; 0 = cold GTP competed, 100 = untreated | GTP binding activity (% of control), % at 10 µM | 190,000 tested, 0.27% active;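 active = GTP binding activity at least 20 points away from the 100% control level, either lower or higher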
Rab7 wt GTP bind: alters GTP binding to wildtype dog Rab7; GTP binding activity (percent of control), % at 10 µM; GST-Rab7 beads, fluorescent GTP binding, flow cytometry; actives lie on both sides; untreated = 100%, excess cold GTP = 0%; 190,000 tested, 0.055% active; AID 758;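 active = fluorescent GTP binding to Rab7 beads changed by at least 20 points from the 100% baseline, either direction, mostly lower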;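 also: median green fluorescence of bound Bodipy-FL-GTP per Rab7 bead population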
Rac1 act GTP bind: human Rac1 activated mutant GTP binding change; percent activity (GTP binding), % at 10 µM; GST-Rac1 activated beads, fluorescent GTP binding, flow cytometry; actives lie on both sides; 100% means binding = to untreated wells; 190,000 tested, 0.11% active;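 active = GTP binding at least 20 percentage points away from the 100% baseline, in either direction, so actives lie on both sides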
HRas wt GTP bind: changes GTP binding to wildtype human HRas | GTP binding activity, % at 10 µM | GST-Ras wt beads, Bodipy-FL-GTP binding, flow cytometry; actives lie on both sides | P01112 | AID 759 | 190,000 tested, 0.14% active;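 active = GTP binding activity at least 20% away from the 100% baseline, either lowered as inhibitor or raised as activator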;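 also: 0% = unlabeled GTP competition control and 100% = no-compound control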
Target sequence (P01112 whole entry, looked up): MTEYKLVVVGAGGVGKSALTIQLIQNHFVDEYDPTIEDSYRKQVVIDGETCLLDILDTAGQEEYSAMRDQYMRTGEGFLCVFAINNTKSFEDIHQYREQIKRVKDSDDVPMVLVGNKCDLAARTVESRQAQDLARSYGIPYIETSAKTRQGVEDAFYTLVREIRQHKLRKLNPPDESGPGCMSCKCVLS
The depositor's hits bear a star; / = not tested or not shown.

SMILES	Avidin bead fluor	Pf gametocyte	Rab2A wt mod	ABCG2 block	Mcl1 Noxa PPI	Cdc42 wt GTP	ABCB1 block	Rac1 wt GTP bind	Rab7 wt GTP bind	Rac1 act GTP bind	HRas wt GTP bind
O=C(O)CC1=C(Nc2ccccc2)C(=O)N(c2ccccc2)C1c1ccc(Br)cc1 (stereo unspecified)	9	3.4	94.0	-0.5	11.6	95.0	-0.3	100.0	96.0	94.0	98.0
CCOC(=O)C1CCCN(c2c(N3CCC(N4CCCCC4)CC3)c(=O)c2=O)C1 (stereo unspecified)	6	/	101.0	-4.9	8.0	106.0	-2.3	106.0	101.0	101.0	103.0
CCCCN=C1C([N+](=O)[O-])=CC=C2C1=NC1(CCCCC1)N2O	3	-3.3	102.0	-0.7	-2.0	103.0	-0.2	104.0	100.0	104.0	105.0
O=C(Cc1ncc(C(F)(F)F)cc1Cl)NCCc1ccccc1	14	-10.9	98.0	0.8	15.6	103.0	0.3	101.0	96.0	98.0	99.0
CCn1c(CCNC(=O)c2ccc(OC)cc2)nnc1SCc1ccc(Cl)cc1Cl	16	-1.6	95.0	10.0	17.0	101.0	3.8	99.0	94.0	99.0	95.0
C/C(=N\NC(=O)CSc1nc(C)cc(C)n1)c1cccc([N+](=O)[O-])c1	14	8.1	97.0	3.1	3.3	99.0	-0.1	100.0	98.0	99.0	99.0
COc1ccc(-n2c(SCC(=O)NCCC(C)C)nc3ccsc3c2=O)cc1	28	24.4	99.0	27.1	26.2	100.0	2.3	99.0	99.0	99.0	97.0
Cc1ccc(-c2ccc(SCC(=O)Nc3nonc3C)nn2)cc1	11	-14.7	104.0	3.0	-18.2	105.0	0.2	112.0	103.0	102.0	103.0
Cc1cc(C)n2nc(C(=O)NC3CCCc4ccccc43)nc2n1 (stereo unspecified)	9	-3.4	101.0	0.7	5.2	95.0	-0.1	95.0	103.0	97.0	98.0
COc1ccc2c(c1)NC(=O)CC(c1ccccc1)=N2	13	-0.8	98.0	29.8	-9.4	98.0	-0.3	100.0	98.0	98.0	97.0
CC(C)=CCN1CCN(Cc2cccnc2)CC1CCO (stereo unspecified)	9	18.5	98.0	-0.1	9.1	98.0	0.1	101.0	97.0	95.0	97.0
Cc1cc(C)c2c(c1)-c1cc(C)nn1C(c1ccc3c(c1)OCO3)N2 (stereo unspecified)	7	-10.2	95.0	2.4	5.8	94.0	0.1	93.0	96.0	91.0	95.0
O=C(CSc1ccc2nnc(-c3ccncc3)n2n1)Nc1ccc2c(c1)OCO2	7	/	102.0	-3.8	49.1	103.0	-3.0	102.0	101.0	100.0	103.0
CCOC(=O)c1cnc(SCC(=O)N2CCOCC2)nc1N	8	-1.8	98.0	0.0	11.8	102.0	0.0	99.0	99.0	96.0	99.0
CC(C)c1ccc(C(=O)NC(=S)NCc2cccnc2)cc1	17	6.5	98.0	5.4	18.7	98.0	1.3	98.0	95.0	97.0	97.0
Cc1ccc(Nc2cc(C)nc3ncnn23)c(Cl)c1	8	/	99.0	1.1	2.5	100.0	-2.1	99.0	98.0	99.0	100.0
COc1ccc(OC)c2c1sc(=NC(=O)c1ccco1)n2C	7	/	100.0	6.1	15.8	103.0	1.3	105.0	100.0	101.0	101.0
Cc1nc2cc(-c3ccccc3)sc2c(=O)n1N	8	24.9	99.0	16.3	4.8	94.0	1.2	100.0	103.0	95.0	97.0
O=C1c2ccccc2C(=O)N1CCCc1nc(-c2ccccc2)no1	27	/	101.0	1.0	-6.7	101.0	0.1	103.0	101.0	96.0	98.0
O=C1NCCN1Cc1ccc(F)cc1	12	/	104.0	-0.5	-5.1	106.0	-0.1	104.0	104.0	100.0	103.0
C=CCOC(=O)C1=C(C)Nc2[nH]c(=O)[nH]c(=O)c2C1c1cccc(OC)c1 (stereo unspecified)	4	/	101.0	-0.7	-7.5	100.0	0.4	103.0	97.0	100.0	100.0
Cc1ccc(S(=O)(=O)NC(CC(=O)N2CCc3ccccc32)c2ccco2)cc1 (stereo unspecified)	11	-3.5	99.0	14.7	13.0	96.0	1.4	101.0	100.0	97.0	95.0
Fc1ccc(-c2cn3cc(C(F)(F)F)cc(Cl)c3n2)cc1	7	6.9	98.0	6.1	15.0	99.0	0.6	95.0	99.0	97.0	98.0
O=S(=O)(c1ccc(Cl)c(Cl)c1)N1CCc2nc3ccccc3n2CC1	6	0.6	101.0	2.1	5.8	102.0	1.2	101.0	97.0	97.0	100.0
CN1CCC(=NNC(=O)COc2ccc(Cl)cc2)CC1	12	-4.0	100.0	2.9	-9.7	102.0	0.8	101.0	95.0	97.0	96.0
CCSc1nc2ccccc2n1CC(=O)O	24	12.0	94.0	0.1	22.2	93.0	-0.1	95.0	91.0	95.0	93.0
O=C(COC(=O)C1CC1)NCc1ccccc1Cl	10	/	104.0	1.5	-3.5	107.0	0.4	113.0	105.0	104.0	105.0
CCCn1c(SCC(=O)N(CC)CC)nnc1-c1ccncc1	5	8.4	96.0	-1.5	-10.2	97.0	-0.1	101.0	96.0	99.0	99.0
O=C(CSc1nc(-c2ccco2)cc(C(F)(F)F)n1)Nc1cccnc1	59*	/	102.0	0.9	-2.1	106.0	0.0	109.0	97.0	101.0	101.0
CCOc1c2ccc(C(=O)NCCCCc3ccccc3)cc2nn1C	3	-15.4	104.0	2.8	24.6	100.0	0.2	99.0	96.0	102.0	105.0
Cc1cccc(C(C)(C)C)c1OCCOCCN1CCCC1	6	/	99.0	0.8	34.4	102.0	0.1	101.0	101.0	100.0	100.0
O=C(CCNc1ccccc1)c1ccc2c(c1)OCO2	4	/	99.0	0.1	3.5	102.0	0.2	99.0	94.0	98.0	99.0
Cc1nc2ncccn2c1-c1csc(NCc2ccco2)n1	32	-27.8	101.0	15.1	19.9	103.0	0.3	104.0	97.0	100.0	98.0
CCCC(=O)Nc1ccc(NC(=O)c2ccccn2)cn1	34	/	101.0	35.0	25.2	103.0	0.1	107.0	100.0	99.0	100.0
Cc1ccc(NC(=O)Nc2ccc3c(c2)OCO3)nc1	10	-2.1	98.0	21.6	8.6	96.0	2.3	96.0	104.0	100.0	98.0
CCS(=O)(=O)c1ccc2oc(SCC(=O)NC34CC5CC(CC(C5)C3)C4)nc2c1	12	2.2	99.0	51.9	-15.1	97.0	0.6	101.0	100.0	97.0	100.0
CCc1nnc(NC(=O)c2nc3nccc(C)n3n2)s1	6	/	104.0	-1.0	22.1	111.0	-0.3	112.0	104.0	101.0	104.0
Cn1c(O)c(C=Nc2ccc(N3CCOCC3)cc2)c(=O)n(C)c1=S	6	/	102.0	8.7	17.4	102.0	0.9	101.0	109.0	95.0	100.0
COc1ccc(CCNC(=O)c2ccc3ccccc3n2)cc1OC	6	-1.9	97.0	3.4	-11.6	93.0	0.8	97.0	102.0	96.0	99.0
Cc1ccc2cc(CN(CCN3CCCC3)C(=O)Nc3ccccc3)c(=O)[nH]c2c1C	8	/	110.0	3.9	9.0	107.0	1.0	107.0	102.0	104.0	108.0
Cc1ccc(-n2nc(C(=O)O)cc2-c2ccccc2)cc1	24	/	100.0	3.5	18.6	99.0	0.7	100.0	99.0	98.0	100.0
Cc1cc(Cl)c(S(=O)(=O)Nc2ccc3c(c2)OCO3)cc1OCC(=O)NC1CCCCC1	13	7.1	101.0	11.9	5.8	99.0	2.2	103.0	99.0	97.0	99.0
C=CCCC(=O)Nc1nc(C)c(-c2csc(Nc3cccc(OC)c3)n2)s1	32	/	98.0	0.4	1.7	102.0	-0.2	101.0	98.0	100.0	99.0
Cc1ccc(-n2ncc3c(SCc4ccccn4)ncnc32)c(C)c1	6	-10.6	96.0	0.0	8.4	97.0	0.4	96.0	97.0	93.0	98.0
CCOC(=O)c1ccc(CNC(=O)CCC(=O)O)cc1	11	/	103.0	0.5	2.8	101.0	0.3	105.0	101.0	100.0	103.0
c1cn(-c2ccc(-c3ccnc4ncnn34)cc2)cn1	5	-85.5	96.0	1.8	4.6	96.0	0.2	98.0	102.0	99.0	98.0
CC1(C)CC(=O)C=C(NNC(=O)OC(C)(C)C)C1	13	-33.3	95.0	-0.1	-3.5	96.0	0.3	98.0	99.0	95.0	95.0
CCCCC(=O)NC(=S)Nc1cc(C(=O)O)ccc1OC	15	/	96.0	2.2	11.9	96.0	0.4	97.0	97.0	94.0	95.0
CCC(CC)c1nnc(NC(=O)/C=C/c2ccco2)s1	16	4.9	101.0	8.0	11.9	101.0	0.3	106.0	101.0	101.0	101.0
O=C1Nc2ccccc2C(O)(C(=O)NC2CC2)N1c1ccc(Cl)c(Cl)c1 (stereo unspecified)	12	/	105.0	2.6	10.2	107.0	0.6	107.0	103.0	101.0	102.0

Copied from the results shown (2 entries):
SMILES	Avidin bead fluor	Pf gametocyte	Rab2A wt mod	ABCG2 block	Mcl1 Noxa PPI	Cdc42 wt GTP	ABCB1 block	Rac1 wt GTP bind	Rab7 wt GTP bind	Rac1 act GTP bind	HRas wt GTP bind
Cc1ccc(-n2nc(C(=O)O)cc2-c2ccccc2)cc1	24	/	100.0	3.5	18.6	99.0	0.7	100.0	99.0	98.0	100.0
Cc1cc(Cl)c(S(=O)(=O)Nc2ccc3c(c2)OCO3)cc1OCC(=O)NC1CCCCC1	13	7.1	101.0	11.9	5.8	99.0	2.2	103.0	99.0	97.0	99.0

More compounds.
SMILES	Avidin bead fluor	Pf gametocyte	Rab2A wt mod	ABCG2 block	Mcl1 Noxa PPI	Cdc42 wt GTP	ABCB1 block	Rac1 wt GTP bind	Rab7 wt GTP bind	Rac1 act GTP bind	HRas wt GTP bind
O=C(NNC(=O)C1CC1c1ccccc1)Nc1cccc(Cl)c1 (stereo unspecified)	13	/	100.0	16.5	2.8	95.0	0.6	99.0	100.0	97.0	98.0
N#CC(C(=O)NC1CCCCC1)c1nc2ccccc2nc1N1CCN(c2ccccc2F)CC1 (stereo unspecified)	22	/	100.0	6.7	1.9	103.0	1.3	102.0	98.0	97.0	99.0
O=C(COc1ccccc1)Nc1ccccc1NS(=O)(=O)c1cccs1	4	/	99.0	-3.0	0.7	100.0	-0.2	102.0	102.0	98.0	101.0
COC(=O)c1sc(N)c(C(=O)OC)c1COC(=O)CNS(=O)(=O)c1ccc(C)cc1	13	/	102.0	0.0	10.6	105.0	1.1	109.0	104.0	102.0	104.0
CC(NC(=O)C1(c2cccs2)CCOCC1)c1ccccc1 (stereo unspecified)	15	-18.9	100.0	-1.8	-8.6	105.0	0.2	104.0	100.0	101.0	102.0
Cc1nc2cc(-c3sccc3-n3cccc3)nn2c(C)c1C	23	/	100.0	7.8	7.7	98.0	1.1	100.0	100.0	97.0	100.0
CC1=C(C(=O)c2ccccc2)C(c2cccc([N+](=O)[O-])c2)NC(=S)N1 (stereo unspecified)	13	1.7	99.0	11.1	6.1	97.0	1.6	98.0	105.0	95.0	99.0
